TRPV1 ag = human TRPV1 agonism; Q8NER1; TRPV1-expressing cells, Fluo-8 calcium influx, agonist mode; activation, % at 8.33 µM; 320,000 tested, 0.19% active; in the data active means activation above about 80%; inconclusive means between about 30% and that limit; further: 0% is about no effect
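Cells expressing TRPV1 were dye-loaded with Fluo-8 and read kinetically: 10 s baseline, 3 min after compound (agonist portion), then 2 min after EC20 capsaicin (allosteric enhancer portion). Calcium-bound dye fluorescence at 480/520 nm.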
ELG1 DNA repair = blocks ELG1-dependent DNA repair in HEK293T cells | HEK293T ELG1-luciferase reporter, luminescence, 16 h; DNA damage induced by 5-fluorouridine | Potency, µM (titrated, usually from 46.1 µM), for the others: at the top dose activity change, negative = inhibition, most hits filed as inhibitors | 330,000 tested, 2.3% active | AID 504467; further: potency means the concentration at half of the fitted maximal effect; on the % scale 0 is the no-effect control and ±100 the full control effect; nearly all actives have a fitted effect of over 55% in size
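HEK293T cells expressing luciferase-tagged ELG1 (2,000/well) received 5-Fluorouridine plus compound or DMSO for 16 hr at 37 °C. Luciferase was read by ONE-Glo luminescence after 30 min at room temperature.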
p53 reactivator = restores transcriptional activity of mutant p53; 320,000 tested, 0.063% active; H1299 p53-A138V BP100-luciferase reporter, luminescence, 24 h; Potency, µM (series often up to 92.2 µM), inactives show at the top dose activity change, positive = activation, most hits filed as activators; further: potency means the concentration at half of the fitted maximal effect; % of control where 0% means no effect; nearly all actives have a fitted effect of over 45% in size
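H1299 (p53-null), stable ts p53-A138V + BP100-Luc; 1000 cells/well, Opti-MEM/10% FBS; cpd 4 pt, 1:5; 24 h, 37 deg C, 5% CO2; detection reagent 10 min RT; luminescence.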
NPC1 promoter act = activators of NPC1 promoter; Potency, µM (highest dose often 9.22 µM), for the others: at the top dose activation, actives largely listed as activators; 320,000 tested, 2.4% active; Huh7 NPC1 promoter luciferase reporter, 24 h; AID 485313;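 further: potency means the concentration at half of the fitted maximal effect; % of control where 0% means no effect; nearly all actives have a fitted effect of over 60% in size; reporter is driven by a mutant NPC1 promoter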
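Cells: Huh7 expressing luciferase under the NPC1 promoter, 1500/well. Seeded 2 h, compound added, incubated 24 h at 37 °C. Luciferase reagent, 10 min ambient, then luminescence.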
Rab9 promoter act = activators of Rab9 promoter; Huh7 Rab9 promoter-luciferase reporter, luminescence, 24 h; Potency, µM (titrated, usually from 9.22 µM), for the others: at the top dose activation, negative = inhibition, usual class: activators; 320,000 tested, 2.8% active; further: potency means the concentration at half of the fitted maximal effect; % of control where 0% means no effect; nearly all actives have a fitted effect of over 60% in size
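Using Huh7 cells stably transfected with Rab9 promoter–luciferase, compounds were incubated 24 h at 37 °C, 5% CO2; luciferase luminescence was read 10 min after reagent addition.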
BRCA1 expr act = BRCA1 expression activation; Potency, µM (titrated, usually from 46.1 µM), without a hit: top-dose activation, most hits filed as activators; AID 624202; MCF7-BRCA1-FFLuc reporter, luminescence, 48 h; response scale: scaled: vehicle 0%, 10 µM genistein 100%; 380,000 tested, 1.1% active; further: potency means the concentration at half of the fitted maximal effect; nearly all actives have a fitted effect of over 80% in size; some results filed as inactive show a strong effect at the top dose
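MCF7-BRCA1-FFLuc, 2000 cells/well; 2 h attach, 37 °C/5% CO2; compound 48 h; luciferase substrate 15 min; luminescence end-point. Norm. to genistein 10 microM max activation and DMSO; concentration-response curves fitted.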
VP16 counter = Gal4-VP16 reporter inhibition counter-screen; Drosophila S2 Gal4-VP16 UAS-luciferase, luminescence, 20 h; Potency, µM (doses to about 53.6 µM), inactives show top-dose activity, negative = inhibition, usual class: inhibitors; 310,000 tested, 3.5% active; AID 2546;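 further: Gal4-VP16 expression switched on by copper sulfate through the metallothionein promoter; potency means the concentration at half of the fitted maximal effect; on the % scale 0 is the no-effect control and ±100 the full control effect; nearly all actives have a fitted effect of over 50% in size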
ELG1 genotoxic = induces genotoxicity in HEK293T cells with luciferase-tagged ELG1; HEK293T ELG1-luciferase reporter, luminescence, 16 h; Potency, µM (top dose mostly 46 µM), inactives show at the top dose activity change, positive = activation, most hits filed as activators; 330,000 tested, 1.3% active; AID 504466; further: potency means the concentration at half of the fitted maximal effect; % of control where 0% means no effect; nearly all actives have a fitted effect of over 60% in size
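HEK293T cells expressing luciferase-tagged ELG1 were treated with compound or DMSO for 16 hr at 37°C. Luciferase activity was then read after 30 min with ONE-Glo at room temperature; rising signal flags genetic stress.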
FLuc counter = counter-screen for miR-21 project: firefly luciferase inhibitors or activators. P08659. purified FLuc, Km substrates, luminescence inhibition. Potency, µM (highest dose often 57.5 µM), inactives show at the highest dose activity change, negative = inhibition, actives largely listed as inhibitors. 360,000 tested, 6.9% active;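 further: potency means the concentration at half of the fitted maximal effect; plate controls were vehicle for no effect and reference inhibitor for full effect; nearly all actives have a fitted effect of over 55% in size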
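Biochemical qHTS of compounds, final roughly 60 µM downward over six points, against 10 nM purified firefly luciferase using Km concentrations of substrates (10 uM D-luciferin, 10 uM ATP) in Tris acetate pH 7.5 buffer; luminescence output.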
RORgamma inh = ROR gamma (mouse) transcription inhibition | Drosophila S2 Gal4-RORgamma UAS-luciferase reporter, 20 h | Potency, µM (highest dose often 53.6 µM), for the others: at the highest dose activity change, negative = inhibition, most hits filed as inhibitors | 310,000 tested, 5.4% active; further: potency means the concentration at half of the fitted maximal effect; on the % scale 0 is the no-effect control and ±100 the full control effect; nearly all actives have a fitted effect of over 60% in size
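Compounds are pin-transferred onto Drosophila Schneider cells expressing a copper-inducible Gal4–ROR gamma transactivation domain fusion. After 1 hr, copper sulfate is added to 700 uM final; luciferase is read 20 hr later.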
Tb PFK inh = blocks T. brucei phosphofructokinase; O15648; T. brucei PFK, ADP-Glo luminescence; 330,000 tested, 0.17% active; AID 485367; Potency, µM (highest dose often 57.5 µM), without a hit: at the highest dose activity, negative = inhibition, most hits filed as inhibitors;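 further: potency means the concentration at half of the fitted maximal effect; 0% = uninhibited 1x PFK enzyme wells and -100% = no-enzyme wells; nearly all actives have a fitted effect of over 60% in size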
Target sequence (O15648 whole entry, looked up): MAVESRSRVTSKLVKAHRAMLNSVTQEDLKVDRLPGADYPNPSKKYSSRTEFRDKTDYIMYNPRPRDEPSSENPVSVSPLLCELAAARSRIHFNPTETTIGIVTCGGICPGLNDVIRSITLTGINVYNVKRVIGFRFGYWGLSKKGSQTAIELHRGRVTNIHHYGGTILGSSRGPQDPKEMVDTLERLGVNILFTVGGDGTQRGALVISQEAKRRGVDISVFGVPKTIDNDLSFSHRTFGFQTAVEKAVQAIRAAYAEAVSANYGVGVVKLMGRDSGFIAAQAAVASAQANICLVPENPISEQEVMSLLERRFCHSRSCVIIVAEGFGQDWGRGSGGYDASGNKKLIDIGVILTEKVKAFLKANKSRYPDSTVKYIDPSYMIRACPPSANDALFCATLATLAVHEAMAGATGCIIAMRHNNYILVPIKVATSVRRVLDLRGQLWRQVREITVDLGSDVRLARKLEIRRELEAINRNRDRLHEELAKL
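PFK 1.25 nM, F6P 0.5 mM, ATP 0.1 mM, 0.1 M TEA pH 8.0, 5 mM MgCl2, 0.01% Tween20, 0.1% BSA; 45 min RT. ADP-Glo readout. qHTS titration up to 57 uM; curves fitted, compounds curve-classed.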
Active calls of the source: *; u = inconclusive; x = no result given; & = joins results of further samples; [ ] = remark or other dose. Unless noted, the call rests on the fitted dose curve; in most records, active means well fitted curve in the direction sought with a large enough effect; inconclusive means small, poorly fitted or top-dose-only effect, or another doubt; inactive means no such curve, though single readings can be large; an effect the other way counts as inactive or inconclusive.

SMILES | TRPV1 ag | ELG1 DNA repair | p53 reactivator | NPC1 promoter act | Rab9 promoter act | BRCA1 expr act | VP16 counter | ELG1 genotoxic | FLuc counter | RORgamma inh | Tb PFK inh
C=CCSC1=C(C#N)C2(CCCCC2)C(C#N)C(=O)N1 (centres undefined) | 1 | -10% | -7% | 0% | -2% | 2% | -3% | -4% | 3% | 1% | 1%
CCC(C)(C)n1nnnc1C(c1ccccc1F)N1CCN(C(=O)c2ccco2)CC1 (centres undefined) | 4 | 16% | -8% | -4% | 3% | -19% | 6% | 6% | 0% | 7% | -9%
CCCN1CNc2c(c(=O)[nH]c(=S)n2CCc2ccccc2)C1 | 11 | -14% | 3% | 2% | -2% | -12% | -2% | -11% | 1% | -9% | 7%
O=C1CCCN2N=C(SCC(=O)Nc3cccc(Cl)c3)SC2=N1 | -2 | u | -2% | 1% | -5% | -23% | -2% | 4% | 1% | u | -1%
CCOC(=O)c1nnn(-c2nonc2-c2ccccc2)c1C | 1 | 17% | 9% | -2% | -7% | 0% | -5% | 0% | 0% | -15% | 0%
COCCCNC(=S)NNC(=O)c1csc(C)n1 | -2 | 3% | 8% | -5% | -1% | -16% | -6% | -3% | -2% | -36% | 0%
CCn1c(-c2ccc(F)cc2)n[nH]c1=S | 0 | 9% | -1% | -6% | -1% | 13% | 2µM* | 0% | -1% | 1.1µM* | 7%
O=C1C=C(Nc2ccccc2)CC(c2ccccc2)C1 (centres undefined) | u | -19% | 5% | -12% | 3% | -32% | -11% | -6% | 5% | 15% | -8%
CC(C)CC1(C(=O)NCc2ccccn2)C=CCN1C(=O)c1ccccc1 (centres undefined) | -3 | -1% | 7% | 1% | 1% | 7% | 10%&25% | 0% | -1% | -22%&-31% | -3%
CC(NC(=O)CCl)c1ccccc1Br (centres undefined) | -4 | u | -11% | -14% | -11% | -32% | -4% | -2% | 5% | 20% | 2%
Cc1cccc(NC(=O)CN2C(=O)N/C(=C/c3ccc(-c4cccc(C(=O)O)c4C)o3)C2=O)c1 | 1 | -5% | 3% | -3% | -4%[1.84 µM] | 14% | -2%[10 µM] | 3% | -18% | -24% | 4%
COc1ccc(NC2CCCN(C(=O)COc3ccc(C)cc3)C2)cc1 (centres undefined) | u | 0% | -6% | -2% | 5% | -13% | 16% | 0% | 7% | 33% | -1%
CCOc1cccc(C(=O)Nc2nnc(-c3ccco3)s2)c1 | 2 | u | u | u | 4µM* | 6% | 2% | u | 4.8µM* | -20% | -2%
Cc1ccc(OCc2nnc(SCC(=O)N3c4ccccc4Sc4ccc(Cl)cc43)o2)cc1 | -1 | -9% | -2% | 1% | 0% | -26% | -16% | -5% | -5% | 1% | -3%
CNS(=O)(=O)c1ccc(N2CCCC2=O)c([N+](=O)[O-])c1 | -1 | 2% | 15% | -2% | -2% | -2% | -6% | 0% | -2% | -4%[10 µM] | 0%
O=C(COC(=O)c1ccc2ncsc2c1)Nc1ccccc1Cl | x | u | 17% | x | x | 42% | x | 9% | x | x | 0%
O=C(Nc1ccc(N=Nc2ccccc2)c(NC(=O)C2CCCO2)c1)C1CCCO1 (centres undefined) | u | 9.2µM* | -2% | -2% | -3% | -38% | 3% | -10% | -14% | 19% | -10%
Cc1cc(C)c2cc(C(=O)Nc3ccc(C)c(F)c3)[nH]c2c1 | u | 2% | -4% | -4% | -7% | -28% | -27% | 0% | -10% | -37% | 5%

Full records as entered above. Order of screens: TRPV1 ag, ELG1 DNA repair, p53 reactivator, NPC1 promoter act, Rab9 promoter act, BRCA1 expr act, VP16 counter, ELG1 genotoxic, FLuc counter, RORgamma inh, Tb PFK inh
CCC(C)(C)n1nnnc1C(c1ccccc1F)N1CCN(C(=O)c2ccco2)CC1 (centres undefined) in the list: 4, 16%, -8%, -4%, 3%, -19%, 6%, 6%, 0%, 7%, -9%
CC(C)CC1(C(=O)NCc2ccccn2)C=CCN1C(=O)c1ccccc1 (centres undefined) in the list: -3, -1%, 7%, 1%, 1%, 7%, 10%&25%, 0%, -1%, -22%&-31%, -3%
CCOC(=O)c1nnn(-c2nonc2-c2ccccc2)c1C in the list: 1, 17%, 9%, -2%, -7%, 0%, -5%, 0%, 0%, -15%, 0%
O=C1CCCN2N=C(SCC(=O)Nc3cccc(Cl)c3)SC2=N1 in the list: -2, u, -2%, 1%, -5%, -23%, -2%, 4%, 1%, u, -1%
COc1ccc(NC2CCCN(C(=O)COc3ccc(C)cc3)C2)cc1 (centres undefined) in the list: u, 0%, -6%, -2%, 5%, -13%, 16%, 0%, 7%, 33%, -1%

Bioassay records (PubChem)

Rows were taken by chance; overall some 15% were active at least once.
